High-throughput results from PubChem BioAssay.
NCI-60 one-dose screen, 48 h, at 10 µM unless noted. Numbers give growth in % (100 = growth as untreated, 0 = no growth, -100 = all killed).
SF-268 – SF-268 CNS cancer cells; 82,000 tested, 3.1% active; AID 1794759
SNB-19 – SNB-19 CNS cancer cells. 81,000 tested, 2.5% active. AID 1794751
KM12 – KM12 colon cancer cells; 82,000 tested, 5% active; AID 1794800
SNB-75 – SNB-75 CNS cancer. 79,000 tested, 5% active
SF-295 – SF-295 CNS cancer cells; 79,000 tested, 5.6% active
HT29 – HT29 colon cancer | 81,000 tested, 7.4% active
SW-620 – SW-620 colon cancer; 82,000 tested, 5.2% active; AID 1794795
HCC-2998 – HCC-2998 colon cancer | 79,000 tested, 4.7% active | AID 1794799
SF-539 – SF-539 CNS cancer; 81,000 tested, 6.8% active; AID 1794752
Numbers without * were called inactive; . = not tested or not shown; & = joins results of further samples; [ ] = remark or other dose. Rule for the calls: active = growth percent below 10; inactive = the rest. Outcome played no part in choosing rows (roughly 11% active in at least one column).

SMILES | SF-268 | SNB-19 | KM12 | SNB-75 | SF-295 | HT29 | SW-620 | HCC-2998 | SF-539
CC(C)C(NC(=O)c1ccccc1)C(=O)O (configuration not stated) | 101 | 115 | 102 | 102 | 103 | . | 103 | 100 | 104
CCN(CCCCN1CC(=O)N(CCCCN(CC)Cc2ccccc2OC)CC1=O)Cc1ccccc1OC | 93 | 94 | 104 | 88 | 101 | 97 | . | . | 99
COc1cccc(/C(C)=N\Nc2ccc([N+](=O)[O-])cc2[N+](=O)[O-])c1OC | 103 | . | 102 | 81 | 80 | 95 | 108 | . | 96
COc1ccc(C(=O)c2cc(C)c(OC)c(C)c2)c(OC)c1N(C(=O)C(Cl)Cl)C(=O)C(Cl)Cl | 31 | 26 | 5.6* | 56 | 7.3* | 1.2* | 19 | 15 | -16*
O=C(NC(Cc1nn[nH]n1)C(=O)OCc1ccccc1)OCc1ccccc1 (configuration not stated) | 106 | 109 | 109 | 98 | 111 | 106 | 101 | . | 103
CC(C)CCC[C@@H](C)[C@H]1CC[C@H]2[C@@H]3CC[C@@H]4C[C@@H](O)CC[C@]4(C)[C@H]3CC[C@]12C | 109 | 97 | 116 | 100 | 112 | 109 | 108 | 101 | 100
c1cc2[nH]snc2c2nc(-c3nc4ccc5[nH]snc5c4n3)nc12 | 97 | 94 | 99 | 75 | . | 106 | 86 | 110 | 96
Cc1nnc(/N=C2\NC(=O)/C(=C/c3c(F)c(F)c(F)c(F)c3F)S2)s1 | 90 | 107 | 86 | 86 | 95 | 94 | 130 | 121 | 100
C[C@@H]1N=C(c2ccc3ccccc3n2)Nc2nc3ccccn3c2C1=O | 101 | 91 | 95 | 85 | 90 | 115 | 99 | 101 | 87
COc1ccc(CN2CCc3c(Sc4ccc(Cl)cc4)nc(N)nc3C2=O)c(OC)c1 | 92 | 103 | 107 | 81 | 97 | 100 | 107 | . | 108
O=C(Nc1ccccc1)Nc1ccc(C(=O)/C=C/c2ccc(N3CCCCC3)cc2)cc1 | 84 | 82 | 92 | 82 | 93 | 80 | 109 | 98 | 87
S=C(S)N1CCCC1 | 116&97 | 100&99 | 94&90 | 89&113 | 103&112 | 22&77 | 85&96 | 95&113 | 128&110
N#Cc1c(-c2ccccc2)[nH]c2ncc(-c3ccccc3)n2c1=O | 92 | 105 | 90 | 79 | 78 | 106 | 101 | 83 | 90
Cc1cc(=O)n(C(=O)Nc2ccccc2Cl)c2cc(O)ccc12 | 96 | 97 | 98 | 94 | 101 | 108 | 94 | 99 | 98
Cc1ccc(S(=O)(=O)NCCSc2nc(-c3ccccc3)c(C#N)c(=O)[nH]2)cc1 | 95 | 91 | 102 | . | 96 | 102 | 96 | 99 | 94
COc1cccc(COC(C)OCC(C)C)c1OC (configuration not stated) | 102 | 105 | 107 | 88 | 97 | 100 | 113 | 102 | 102
CCOC(=O)c1c(C)nc2c(c1N)/C(=C/c1ccc(OC)c(O)c1)C(=O)N2c1cc(OC)c(OC)c(OC)c1 | 84 | 69 | 73 | 97 | 97 | 53 | 55 | 83 | 74
CN(C)c1ccc(C#Cc2c(F)cccc2Cl)cc1 | 88 | 111 | 85 | 75 | 77 | 74 | 96 | 76 | 95
O=C(CCCN1CCOCC1)Nc1ccc(Cn2nnc3c2C(=O)c2nnn(Cc4ccc(NC(=O)CCCN5CCOCC5)cc4)c2C3=O)cc1 | 23 | 59 | 65 | -88* | 79 | 1.7* | 30 | 13 | .
CCN(CC)CCN1C(=O)c2c(c(C)c3c(oc4cc(OC)ccc43)c2C)C1=O | 90 | 88 | 102 | 77 | 89 | 97 | 96 | 103 | 71
O=C1/C(=C/c2ccccc2F)CNC/C1=C\c1ccccc1F | -11* | 3.9* | -80* | 33 | -17* | -35* | -50* | -89* | -33*
COc1cc(CNC(=O)CCCC/C=C/C(C)C)ccc1OCc1cn(-c2ccc(Cl)cc2)nn1 | 84 | 88 | 96 | 76 | 88 | 88 | 89 | 113 | 87
Nc1cccc2c1C(=O)c1c(N)cccc1C2=O | 96 | 87 | 88 | 89 | 105 | 101 | 85 | 106 | 93
COc1cc(-c2nc(SCCC(C)C)nc(Nc3cccc4ccccc34)c2C#N)cc(OC)c1OC | 64 | 83 | 67 | 69 | 93 | 55 | 62 | 76 | 91

Entries shown so far with a halogen:
SMILES | SF-268 | SNB-19 | KM12 | SNB-75 | SF-295 | HT29 | SW-620 | HCC-2998 | SF-539
COc1ccc(C(=O)c2cc(C)c(OC)c(C)c2)c(OC)c1N(C(=O)C(Cl)Cl)C(=O)C(Cl)Cl | 31 | 26 | 5.6* | 56 | 7.3* | 1.2* | 19 | 15 | -16*
Cc1nnc(/N=C2\NC(=O)/C(=C/c3c(F)c(F)c(F)c(F)c3F)S2)s1 | 90 | 107 | 86 | 86 | 95 | 94 | 130 | 121 | 100
COc1ccc(CN2CCc3c(Sc4ccc(Cl)cc4)nc(N)nc3C2=O)c(OC)c1 | 92 | 103 | 107 | 81 | 97 | 100 | 107 | . | 108
Cc1cc(=O)n(C(=O)Nc2ccccc2Cl)c2cc(O)ccc12 | 96 | 97 | 98 | 94 | 101 | 108 | 94 | 99 | 98
CN(C)c1ccc(C#Cc2c(F)cccc2Cl)cc1 | 88 | 111 | 85 | 75 | 77 | 74 | 96 | 76 | 95
O=C1/C(=C/c2ccccc2F)CNC/C1=C\c1ccccc1F | -11* | 3.9* | -80* | 33 | -17* | -35* | -50* | -89* | -33*
COc1cc(CNC(=O)CCCC/C=C/C(C)C)ccc1OCc1cn(-c2ccc(Cl)cc2)nn1 | 84 | 88 | 96 | 76 | 88 | 88 | 89 | 113 | 87

The listing continues:
SMILES | SF-268 | SNB-19 | KM12 | SNB-75 | SF-295 | HT29 | SW-620 | HCC-2998 | SF-539
C[C@@H]1C[C@H]2C(=O)OCC(NC(=O)[C@H](Cc3cc(F)cc(F)c3)NC(=O)Nc3ccc(Cl)cc3F)C(=O)N3CCC[C@H]3C(=O)N3CCCC[C@H]3C(=O)N[C@@H](C)C(=O)N2C1 (some centres not stated) | 30 | 24 | 36 | 47 | 8.1* | 16 | 38 | 16 | 32
CCCCCCCCN(CCCCCCCC)CCC(=O)c1ccc2cc(Br)c3ccccc3c2c1 | 84 | 88 | 82 | 66 | 100 | 65 | 88 | 86 | 90
Clc1ccc(-c2cn3cc(Cc4ccccc4)sc3n2)cc1 | 109 | 98 | 75 | 105 | 86 | 105 | 92 | 110 | 98
O=C(Nc1ncc(Cc2ccc(Cl)cc2)s1)c1cc(-c2ccccc2)nc2ccc(Cl)cc12 | 88 | 100 | 94 | 85 | 92 | 117 | 95 | 92 | 93
CCN1[C@@H]2CC[C@H]1/C(=C\c1ccc(C)cc1)C(=O)/C2=C/c1ccc(C)cc1 | 87 | 93 | 86 | 87 | 101 | 83 | 93 | 100 | 108
CC(=O)OCCN1C=C(S(C)(=O)=O)C2=NCCN2C1=O | 112 | 100 | 111 | 81 | 104 | 108 | 101 | 97 | 102
CC(=O)N1N=C(c2ccc(Nc3ccnc4cc(Cl)ccc34)cc2)CC1c1ccc(Cl)cc1 (configuration not stated) | 53 | 66 | 37 | 60 | 15 | 26 | 63 | 44 | 86
Nc1nc(Nc2cc(Cl)cc(Cl)c2)nn1S(=O)(=O)c1ccc2ccccc2c1 | 52 | 78 | 22 | . | 94 | 40 | 68 | 68 | 84
OCc1ccc(-c2ccc(-c3ccc(CO)s3)o2)s1 | 73 | 78 | 82 | 59 | 14 | -27* | 11 | -15* | 44
CC(=O)Nc1cccc(-c2nc3ccccc3n2Cc2ccc(C)cc2)c1 | 96 | 102 | 85 | 94 | 106 | 90 | 98 | 107 | 102
Cc1[nH]c2ncnc(Nc3ccc(NC(=O)Nc4ccc(Cl)c(C(F)(F)F)c4)c(F)c3)c2c1C | 101 | 96 | 68 | 54 | 54 | 67 | 97 | 129 | 61
O=C(CCCCCCN1CC(=O)N2[C@@H](c3ccc(Cl)cc3)c3[nH]c4ccccc4c3C[C@H]2C1=O)NO | 91 | 67 | 75 | 27 | 81 | 77 | 63 | 81 | 63
S=C(NCc1ccccc1)C(=S)NCc1ccccc1 | 99 | 101 | 101 | 99 | 105 | 96 | 114 | 98 | 105
COc1ccc2cc(-c3ccc(NC(C)=O)c(=O)o3)ccc2c1 | 95 | 94 | 97 | 97 | 100 | 88 | 97 | 102 | 97
Cc1ccc(S(=O)(=O)Nc2ccc(C)cc2C)cc1 | 98 | 96 | 85 | 86 | 105 | 91 | 93 | 100 | 110
O=C(Sc1ccc2ccccc2c1CN1CCCCC1)c1ccc([N+](=O)[O-])cc1 | 74 | 101 | 91 | 85 | 89 | 97 | 97 | 98 | 85
CC(=O)Nc1ccc2nc(NC(=O)c3[nH]c(C)c(Cl)c3Cl)sc2c1 | 72 | 97 | 104 | 96 | 104 | 104 | 96 | 113 | 86
C=CCOC(=O)C1=C(C)NC2=C(C(=O)CCC2)C1c1ccc(O)cc1 (configuration not stated) | 95 | 102 | 96 | 85 | 101 | 95 | 106 | 107 | 97
Cc1cn(-c2cc(C(=O)Nc3cccc(-n4ccc5c(NC(=O)c6ccccc6)nccc54)c3)cc(C(F)(F)F)c2)cn1 | 12 | 29 | -26* | 27 | -12* | -41* | 13 | 13 | -12*
CCOC(=O)c1ccc(Nc2ccnc(SCC(=O)c3ccc(OC)cc3)n2)cc1 | 112 | 94 | 101 | 84 | 98 | 110 | 101 | 105 | 97
CC1(C)CCc2cc(-c3ccn(S(=O)(=O)c4cccc(C(F)(F)F)c4)n3)ccc2O1 | 103 | 104 | 99 | 103 | 108 | 71 | 89 | 104 | 117
O=C(NC1=Nc2ccccc2C(=O)NN1)c1ccc(Cl)cc1 | 100 | 99 | 103 | 91 | 111 | 113 | 100 | 107 | 100
COc1cc(/C=C/c2nc3ccccc3c(=O)n2-c2ccc(C#Cc3ccc(C(C)(C)C)cc3)cc2C)cc(OC)c1OC | 104 | 110 | 103 | 92 | 115 | 96 | 108 | 101 | 98
O=C(Nc1ccccc1)C1CN(Cc2ccc[nH]2)CCS1 (configuration not stated) | 96 | 99 | 97 | 88 | 91 | 101 | 93 | 98 | 102
COc1ccc(C2=Nc3c(N)ncnc3NC(c3cccc(Nc4ccnc5cc(Cl)ccc45)c3)C2)cc1 (configuration not stated) | 72 | 89 | 69 | 81 | 83 | 76 | 97 | 90 | 94
O=S(=O)(c1ccc(Cl)cc1)c1cnc(-c2ccccc2)o1 | 94 | 94 | 103 | 87 | 99 | 102 | 103 | 105 | 98
CC1=NN(c2ccccc2)C(=O)C1C(=O)c1ccccc1 (configuration not stated) | 95 | 95 | 93 | 103 | 98 | 107 | 101 | 90 | 116
C=C(OC(C)=O)c1ccccc1 | 102 | 106 | 102 | 98 | 105 | 98 | 97 | 110 | 108
Cc1sc2c(c1C)c(=O)nc1c(-c3nc(-c4ccccc4Cl)no3)n[nH]n12 | 113 | 98 | 107 | 97 | 92 | 126 | 102 | 103 | 95
Cc1ccc(-c2cc(O)c(C(=O)N3CCOCC3)s2)cc1 | 96 | 93 | 102 | 104 | 95 | 97 | 102 | 105 | 96
OC1CCN(CCCOc2c3ccccc3nc3c2oc2ccccc23)CC1 | 2.4* | 0.3* | 5.2* | -1.1* | -15* | 3.7* | 1.4* | -12* | -12*
O=C1C=CC(=O)N1c1ccc(N2C(=O)C=CC2=O)cc1 | 112 | . | 113 | 96 | 109 | 105 | 112 | 115 | 87
O=C(Nc1cccc(NC(=O)c2ccccn2)c1)c1ccc(F)cc1 | 95 | 104 | 99 | 101 | 93 | 99 | 100 | 108 | 102
CC1COc2c(N3CCN(C)CC3)c(F)cc3c(=O)c(C(=O)N/N=C/c4cc[nH]c4)cn1c23 (configuration not stated) | 59 | 9.0* | 46 | 74 | 70 | 15 | -46* | 23 | 38
CCC/C=C(\C#N)C(=O)O | 113 | 108 | 109 | 93 | . | 97 | 115 | 103 | 113
C=CCN1C(=O)c2cccc3c(Nc4ncccc4O)ccc(c23)C1=O | 98 | 92 | 99 | 69 | 85 | 95 | 107 | 112 | 88
CSc1nnc2cc(C)nc(SCc3ccccc3)n12 | 98 | 97 | 95 | 62 | 92 | 69 | 81 | 101 | 94
N#Cc1nc(-c2ccccc2)oc1N1CCN(S(=O)(=O)c2ccccc2)CC1 | 96 | 94 | 85 | . | 103 | 95 | 102 | 109 | 100
NC(=O)c1ccc(-c2cnc(N)c(-c3ccc(C(F)(F)F)cc3)n2)cc1 | 77 | . | 91 | 94 | 122 | 114 | 117 | 99 | 96
Brc1ccc(-c2nnc(CSc3nnc(-c4ccncc4)o3)o2)cc1 | 102 | 97 | 101 | 91 | 96 | 105 | 101 | 105 | 104
O=C(COc1ccc(/C=C2\C(=O)Nc3cc(Cl)ccc32)cc1)Nc1ccc(F)cc1 | 81 | 90 | 77 | 69 | 84 | 102 | 85 | 104 | 82
COc1ccccc1NC(=O)Oc1ccc(C#N)cc1 | 104[100 µM] | 99[100 µM] | 102[100 µM] | 80[100 µM] | 101[100 µM] | 107[100 µM] | 105[100 µM] | 110[100 µM] | 100[100 µM]
Cc1ccccc1CO | 108 | 100 | 105 | 83 | 113 | 115 | 102 | 106 | 98
Cc1cc(OCc2cccc(-c3ccc4c(c3)OCCO4)c2C)cc(OCc2cccc(C#N)c2)c1CN[C@H](CO)C(=O)O | 110 | 97 | 105 | 79 | 101 | 103 | 100 | 109 | 101
COc1cc(-c2cn(-c3ccc(-n4cc(-c5cc(OC)c(OC)c(OC)c5)[nH]c4=O)cc3)c(=O)[nH]2)cc(OC)c1OC | 92 | 97 | 107 | 100 | 109 | 105 | 98 | 121 | 94
O=c1[nH]c2ccccc2cc1-c1nc2ccc(Cl)cc2[nH]1 | 51 | 76 | 5.1* | 45 | -7.8* | 53 | 42 | 80 | 49
O=C(O)c1cc2cc(Br)ccc2c(Br)c1O | 103 | 96 | 104 | 99 | 104 | 114 | 99 | 96 | 91
